TCR act = Activators of T cell receptors: qHTS campaign; Potency, µM (top dose mostly 9.22 µM), for the others: at the highest dose activation of IL-2 secretion, usual class: activators; AID 504894, 2011; primary human leukocytes, anti-CD3, IL-2 HTRF, 48 h; 330,000 tested, under 10 active; further: % of control where 0% means no effect
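Primary human leukocytes receive a-CD3 beads and test compound and are incubated 48 hr. Secreted IL-2 is then assayed by HTRF, measuring 665nm acceptor emission after 320nm excitation of the europium donor.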
PTAP TSG101 blk = qHTS Assay for Iinhibitors of HIV-1 Budding by Blocking the Interaction of PTAP/TSG101 | 340,000 tested, under 10 active | Tumor susceptibility gene 101 protein (Homo sapiens), Q99816 | Potency, µM (top dose mostly 115 µM), inactives show at the highest dose activity change, negative = inhibition, actives largely listed as inhibitors | Fluorescence polarization, FITC-PTAP peptide / Tsg101 binding | AID 493005, 2010; active means well fitted inhibition curve with a large enough effect in the main read-out, with a control signal flat, not every such curve was filed as active; inconclusive means small, poorly fitted or top-dose-only effect, or effect the other way, or a change in a side signal; inactive means no such curve, though single readings can be large or run the other way; further: potency means the concentration at half of the fitted maximal effect; % of control where 0% means no effect
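Tsg101 binding domain (10 uM final) was mixed with compound and a FITC-labeled PTAP peptide (50 nM final) in HEPES pH 7.5 buffer with NaCl, Tween 20, EDTA and TCEP; fluorescence polarization was read after 20 min at r.t.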
BCR signal inh = qHTS Assay to Find Inhibitors of Chronic Active B-Cell Receptor Signaling. ABC-DLBCL IkBa-CBG/CBR reporter, luminescence ratio, 4 h. Potency, µM (doses to about 46.1 µM), without a hit: top-dose ratio change, negative = lower green/red ratio, usual class: inhibitors. 340,000 tested, 0.05% active. AID 493014, 2011; active means well fitted inhibition curve with a large enough effect in the signal ratio, with a control signal flat, not every such curve was filed as active; inconclusive means small, poorly fitted or top-dose-only effect, or effect the other way, or a change in a side signal; the % refers to the signal ratio;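 further: potency means the concentration at half of the fitted maximal effect; plate controls were basal doxycycline-induced cells for no effect and cells given 10 µM MG132 for full effect; MG132 reads +100%, hits lower the ratio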
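Concentration-response series (up to 46 uM) were applied to TMD8 dual-reporter cells for 4 h at 37C with doxycycline. Green/red ratio, after filter-overlap correction, defined %Activity; red signal alone was normalised to basal cells and zero luminescence.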
AT treatment = qHTS Assay for Identifying a Potential Treatment of Ataxia-Telangiectasia; AID 485349, 2010; 320,000 tested, 0.19% active; […] A-T fibroblasts, KAP-1 phosphorylation AlphaLISA; neocarzinostatin DNA damage 30 min before lysis; Potency, µM (top dose mostly 57.5 µM), inactives show at the top dose activation, actives largely listed as activators; further: potency means the concentration at half of the fitted maximal effect; % of control where 0% means no effect; nearly all actives have a fitted effect of over 45% in size
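hTERT-immortalized A-T patient fibroblasts ([…]), 500 cells/well in OPTI-MEM, 1% FBS, got compounds for 60 min, then NCS for 30 min at 37C. Lysates were then assayed for phospho-KAP-1 by AlphaLISA (anti-pKAP1 donor, anti-KAP1 acceptor beads), 6 hr at 25C.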
ELG1 DNA repair = qHTS screen for small molecules that inhibit ELG1-dependent DNA repair in human embryonic kidney (HEK293T) cells expressing luciferase-tagged ELG1 | AID 504467, 2011 | Potency, µM (highest dose often 46.1 µM), inactives show top-dose activity change, negative = inhibition, most hits filed as inhibitors | 330,000 tested, 2.3% active | HEK293T ELG1-luciferase reporter, luminescence, 16 h; DNA damage induced by 5-fluorouridine; further: potency means the concentration at half of the fitted maximal effect; on the % scale 0 is the no-effect control and ±100 the full control effect; nearly all actives have a fitted effect of over 55% in size
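In this reporter screen, reduction of luminescence relative to DMSO vehicle indicated activity. Compounds and 5-fluorouridine were added together to 2,000 cells per well, incubated for 16 hr at 37 °C, then developed with ONE-Glo.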
Eya2 inh = qHTS Assay for Inhibitors of the Phosphatase Activity of Eya2. Protein phosphatase EYA2 (Homo sapiens), O00167. 330,000 tested, 0.006% active. Potency, µM (series often up to 76.9 µM), for the others: at the highest dose activity, negative = inhibition, most hits filed as inhibitors. recombinant Eya2, OMFP fluorescence dephosphorylation (OMFP is methylfluorescein phosphate); further: potency means the concentration at half of the fitted maximal effect; on the % scale 0 is the no-effect control and ±100 the full control effect
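Eya2 protein (added as 0.2 uM solution) was preincubated with compound for 10 min at ambient temperature in 50 mM HEPES pH 7.5, 50 mM NaCl, 5 uM MgCl2, 0.05% BSA, 1 mM DTT. OMFP (added at 50 uM) then reacted 10 min; fluorescence read at 485/525 nm.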
TSHR antag = Antagonists of the Thyroid Stimulating Hormone Receptor: HTS campaign. activity change, negative = inhibition, % at 11.5 µM. Thyrotropin receptor (Homo sapiens), P16473. 330,000 tested, 0.2% active. TSHR-expressing cells, TSH-stimulated cAMP HTRF, 2 h; hits give low values. AID 504810, 2011;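 active means activity change below a set negative limit, meaning inhibition stronger than a set level, cut at about -70% in these data; inconclusive means activity change between two set negative limits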; further: on the % scale 0 is the no-effect control and ±100 the full control effect
Target sequence (P16473 whole entry, looked up): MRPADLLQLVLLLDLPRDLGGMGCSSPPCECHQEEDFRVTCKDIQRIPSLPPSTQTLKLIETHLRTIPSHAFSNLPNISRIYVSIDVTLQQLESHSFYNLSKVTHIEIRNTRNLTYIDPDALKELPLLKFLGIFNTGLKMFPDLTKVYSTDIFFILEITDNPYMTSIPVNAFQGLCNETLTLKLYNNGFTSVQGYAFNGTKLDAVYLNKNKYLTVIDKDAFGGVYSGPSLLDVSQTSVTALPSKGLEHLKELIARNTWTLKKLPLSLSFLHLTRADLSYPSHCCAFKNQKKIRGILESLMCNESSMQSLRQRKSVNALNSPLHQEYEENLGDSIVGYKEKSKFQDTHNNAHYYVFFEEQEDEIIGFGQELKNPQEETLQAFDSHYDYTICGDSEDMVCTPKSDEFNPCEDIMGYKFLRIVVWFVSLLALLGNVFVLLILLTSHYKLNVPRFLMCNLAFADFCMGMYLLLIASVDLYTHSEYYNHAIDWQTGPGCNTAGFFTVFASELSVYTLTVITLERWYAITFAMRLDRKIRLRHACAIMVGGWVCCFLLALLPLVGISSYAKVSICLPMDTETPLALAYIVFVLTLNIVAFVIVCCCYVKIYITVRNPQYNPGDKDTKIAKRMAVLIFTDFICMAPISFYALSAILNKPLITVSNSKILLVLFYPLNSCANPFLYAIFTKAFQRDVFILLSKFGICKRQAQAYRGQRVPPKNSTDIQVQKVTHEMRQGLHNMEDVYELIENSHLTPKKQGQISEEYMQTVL
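Read-out is FRET at 665 nm (cryptate excitation 337 nm) from a cryptate-tagged anti-cAMP antibody, competed by cell cAMP against cAMP-d2. Compounds are tested on freshly harvested TSHR cells challenged with 4nM TSH (EC80) for 2 hours at 37 deg C.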
S-ASM inh = Inhibitors of Secretory Acid Sphingomyelinase (S-ASM): qHTS; Potency, µM (titrated, usually from 57.5 µM), for inactives: at the highest dose activity change, negative = inhibition, most hits filed as inhibitors; placental ASM, HMU-PC fluorogenic substrate, 60 min; AID 504937, 2011; 340,000 tested, 0.006% active; further: potency means the concentration at half of the fitted maximal effect
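Human placenta-derived ASM enzyme was preincubated with compound for 10 minutes at room temperature, then given fluorogenic substrate HMU-PC0 (9 uM final) for 60 minutes at 37 °C; a pH 10 stop preceded fluorescence reading at Ex 386/Em 447 nm.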
Integrin act MD = qHTS for Activators of Integrin-Mediated Alleviation for Muscular Dystrophy; AID 624291, 2012; alpha7betagal myoblasts, beta-gal FDG fluorescence, 48 h; 350,000 tested, 0.064% active; Potency, µM (series often up to 38.3 µM), for the others: top-dose activation, actives largely listed as activators;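 further: potency means the concentration at half of the fitted maximal effect; 100% = response of the positive control SU9516; nearly all actives have a fitted effect of over 60% in size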
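Alpha7betagal+/- myoblasts (passage 13) were plated 16-24 hr, then exposed to compounds (1:260 dilution of DMSO stock) for 48 hours at 37C. After MPER lysis, β-galactosidase reporter activity was read as FDG fluorescence (ex 480/em 540) after 30 minutes.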
Tb PFK block = qHTS Assay to Find Inhibitors of T. brucei phosphofructokinase; T. brucei PFK, ADP-Glo luminescence; Potency, µM (top dose mostly 57.5 µM), inactives show at the top dose activity, negative = inhibition, actives largely listed as inhibitors; 330,000 tested, 0.17% active;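 further: potency means the concentration at half of the fitted maximal effect; 0% = uninhibited 1x PFK enzyme wells and -100% = no-enzyme wells; nearly all actives have a fitted effect of over 60% in size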
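Activity is normalized to no-enzyme wells (full inhibition) and 1.25 nM enzyme wells (no inhibition). Reaction: 0.5 mM F6P, 0.1 mM ATP, 45 min RT, ADP-Glo luminescence; concentration-response curves fitted and classed by quality.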
Mito fusion yeast = qHTS Assay for Small Molecule Inhibitors of Mitochondrial Division or Activators of Mitochondrial Fusion | S. cerevisiae fusion-defective mutant growth rescue, CellTiterGlo 48 h | Potency, µM (titrated, usually from 46.1 µM), inactives show at the highest dose growth rescue (activation), actives largely listed as activators | 320,000 tested, 0.23% active | AID 485298, 2010;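 further: potency means the concentration at half of the fitted maximal effect; % of control where 0% means no effect; nearly all actives have a fitted effect of over 45% in size; temperature-sensitive fusion mutants such as fzo1-1 at 37 °C on non-fermentable ethanol glycerol medium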
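S. cerevisiae fusion-defective temperature-sensitive mutants (e.g. fzo1-1, mgm1-5) grown 48 h at 37C in YPEG (ethanol/glycerol non-fermentable) medium with 23 nl compound per well; growth rescue read as CellTiterGlo luminescence.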
* marks the source's active call; other numbers are inactive results; ? = inconclusive; nt = no result given; [ ] = remark or other dose. Unless noted, the call rests on the fitted dose curve; in most records, active means well fitted curve in the direction sought with a large enough effect; inconclusive means small, poorly fitted or top-dose-only effect, or another doubt; inactive means no such curve, though single readings can be large; an effect the other way counts as inactive or inconclusive.

SMILES	TCR act	PTAP TSG101 blk	BCR signal inh	AT treatment	ELG1 DNA repair	Eya2 inh	TSHR antag	S-ASM inh	Integrin act MD	Tb PFK block	Mito fusion yeast
Cc1cc(C)nc(-n2nc(C)c3c(=O)[nH]c(C(F)(F)F)nc32)n1	0%	2%	5%	3%	7%	9%	-2	0%	-17%	0%	3%
Cc1ccc(CNC(=O)c2c(-c3ccccc3)sc3ccccc23)o1	-7%	nt	1%	4%	0%	-25%	-6	-2%	-25%	3%	nt
COc1ccc(OC)c(-n2c(CNC3CCN(Cc4ccccc4)CC3)nc3ccccc3c2=O)c1	nt	-5%	3%	nt	12%	-3%	-1	0%	7%[7.66 µM]	-6%	-3%
COc1ccc(-c2cc(C(F)F)n3ncc(C(=O)Nc4cnn(Cc5ccccc5)c4)c3n2)cc1	nt	nt	-11%	5%	?	9%	-1	nt	nt	-3%	1%
COc1cc(S(=O)(=O)NC(Cc2c[nH]c3ccccc23)C(=O)O)ccc1NC(C)=O (stereo not drawn)	0%	-1%	2%	-10%	9%	5%	4	9%	-12%	-13%	1%
CCCn1c(=O)c2ccccc2n2c(Sc3nnnn3-c3ccccc3)nnc12	-2%	-6%	2%	6%	0%	-2%[15.4 µM]	-7	-7%	0%	-1%	4%
CCOc1ccc(NC(=O)c2ccc(N3CC4CC(C3)c3cccc(=O)n3C4)c(NC(=O)c3cccnc3)c2)cc1 (stereo not drawn)	7%	-2%	-1%	10%	-19%	-1%	3	2%	20%	-1%	-2%
C=CCN=C(C)C1=C(O)CCC1=O	-10%	2%	8%	14%	7%	10%	-8	-1%	-19%	0%	-1%
O=C(Cc1ccc2c(c1)OCCO2)N1CCN(S(=O)(=O)c2ccccc2C(F)(F)F)CC1	6%[46.1 µM]	1%	-7%	2%	?	1%	-5	6%	?	-4%	3%
O=C(OCC(=O)N1CCN(C(=O)c2ccco2)CC1)c1ccccc1	-11%	3%	0%	4%	20%	-4%	-2	0%	24%	-2%	6%
CCCCc1cc(=O)oc2c(C)c(OCC(=O)N3CCC(C(N)=O)CC3)ccc12	2%	-5%	?	0%	?	5%	8	1%	18%	7%	1%
N#C/C(=C(/O)CO/N=C/c1ccccc1Cl)c1nc2ccccc2[nH]1	2%	-6%	5%	-8%	-8%	-27%	1	2%	13%	0%	2%
Cc1cc(C)nc(SCCN(C)C)n1	0%	2%	10%	-7%	-8%	7%	-2	0%	1%	-14%	-11%
O=S(=O)(Nc1ccc(-n2cnnn2)cc1)c1ccccc1F	5%	-1%	2%	-2%	11%	-8%	-3	1%	11%	14%	0%
CC1CCCN(S(=O)(=O)c2cccc([N+](=O)[O-])c2)C1 (stereo not drawn)	nt	1%	5%	-2%	0%	3%	-5	-7%	13%	-1%	2%
COC(=O)C(Cc1cncn1COCc1ccccc1)NC(=O)OC(C)(C)C (stereo not drawn)	0%	-3%	1%	nt	-3%	-1%	-10	2%	15%	-4%	-4%
C/C=C/c1ccc(OCCn2cncn2)c(OC)c1	-9%	-2%	4%	-8%	25%	-2%	0	0%	-17%	-6%	-4%
Cc1ccc(C(=O)CCC(=O)OCC(=O)N(CC(C)C)c2c(N)n(Cc3ccccc3)c(=O)[nH]c2=O)cc1	-1%	2%	-1%	7%	0%	-1%	2	-2%	-3%	1%	-1%
COc1ccc2[nH]c(=O)c(CN(CCCN3CCOCC3)C(=O)NCc3ccccc3)cc2c1	4%	-3%	-8%	0%	7%	-1%	1	27%	-2%	0%	0%
C=CCSc1nc(N)cc(=O)[nH]1	1%	0%	2%	11%	13%	4%	2	-1%	18%	9%	6%

Part of the list above, reduced to Eya2 inh and Integrin act MD:
SMILES	Eya2 inh	Integrin act MD
C=CCSc1nc(N)cc(=O)[nH]1	4%	18%
COC(=O)C(Cc1cncn1COCc1ccccc1)NC(=O)OC(C)(C)C (stereo not drawn)	-1%	15%

Further structures.
SMILES	TCR act	PTAP TSG101 blk	BCR signal inh	AT treatment	ELG1 DNA repair	Eya2 inh	TSHR antag	S-ASM inh	Integrin act MD	Tb PFK block	Mito fusion yeast
Cc1c(-c2nnnn2-c2ccc(F)cc2)cnc2cc3c(cc12)OCO3	11%	-4%	-9%	2%	-3%	-10%	-6	-6%	-28%	-4%	-1%
Cc1c(C(=O)CN2CCSCC2)c2ccccc2n1C	0%	-4%	?	-2%	-6%	-3%	1	0%	-21%	1%	1%
CCN(c1ccc(C)cc1)S(=O)(=O)c1nnc(NC(=O)c2ccco2)s1	-1%	1%	12%	-1%	1%	4%	-12	2%	-24%	-1%	-25%
COc1cccc(C(C)NC(=O)c2c(F)cccc2Cl)c1 (stereo not drawn)	7%[46.1 µM]	-2%	?	6%	3%	0%	15	3%	31%	-2%	1%
O=C1CN(S(=O)(=O)c2ccccc2)c2ccccc2N1	1%	-8%	8%	-2%	?	0%	-21	4%	8%	-2%	1%
Cc1cc(NC(=O)CN2CCN(S(=O)(=O)c3ccc4ccccc4c3)CC2)no1	-13%	-3%	-21%	nt	-20%	11%	3	-4%	10%	0%	15%
C=CCn1c(SCC(=O)NCCc2ccccc2)nnc1C(C)NC(=O)c1cccs1 (stereo not drawn)	1%[46.1 µM]	1%	0%	2%	1%	1%	4	3%	-20%	23%	-1%
CCN(CC(=O)Nc1ccc(NC(C)=O)cc1)C(=O)COc1ccccc1-c1ccccc1	9%	-1%	?	0%	-8%	2%	83	-3%	-11%	-5%	-4%
COc1ccc(C(=O)N/N=C/c2ccc(OC(=O)c3cccc4ccccc34)c([N+](=O)[O-])c2)cc1	1%[46.1 µM]	-2%	?	1%	1%	2%	-5	-3%	-22%	-7%	-5%
COc1ccc(-c2ccc(=O)n(CC(=O)Nc3nnc(C(C)C)s3)n2)cc1OC	0%	-1%	-14%	-3%	29%	-3%	6	-1%	4%	-1%	0%
O=C(O)[C@H](Cc1c[nH]c2ccccc12)Nc1ncccc1[N+](=O)[O-]	-7%	-3%	1%	-5%	-4%	2%	6	3%	-16%	4%	0%
NS(=O)(=O)c1ccc(N/N=C/c2ccc3c(c2)OCO3)c([N+](=O)[O-])c1	-9%	-3%	4%	1%	?	3%	-5	-2%	42%	-1%	1%
CCCc1cc(=O)[nH]c(SCC(=O)Nc2ccc(OC(F)F)cc2)n1	1%	-4%	0%	17%	-3%	-3%	-10	4%	-8%	-6%	4%
O=C1C=C(O)CC(c2ccc(Cl)c(Cl)c2)C1 (stereo not drawn)	-3%	-7%	?	0%	2%	17%	-21	2%	25%	-9%	-7%
COc1cc(-c2nnc(COC(=O)c3cc(C)nc4ccc(C)cc34)o2)cc(OC)c1OC	-1%	-1%	-9%	6%	?	7%	-14	-21%	20%	4%	-5%
Cc1c(NC(=S)NC(=O)c2ccccc2Cl)c(=O)n(-c2ccccc2)n1C	-6%	-1%	4%	-1%	-5%	11%	5	0%	-13%	-1%	1%
O=C(Cn1c(=O)n2ncnc2c2c3c(sc21)CCCC3)c1ccccc1	nt	-2%	?	-17%	-25%	1%	8	-13%	8%[7.66 µM]	6%	22%
COc1ccc(NC(=O)n2ncc3c(C)cccc32)cc1	4%	-4%	?	11%	?	8%	-14	9%	?	3%	25%

Assay outcomes deposited in PubChem BioAssay by National Center for Advancing Translational Sciences (NCATS).
